Screening data from PubChem.
RTF Ca sens act: cardiac RTF calcium sensitivity activators, primary screen, biochemical, IANBD-TnC fluorescence, EC20 calcium | activation, % at 7.2 µM | hit rate 0.24% among 340,000 | Troponin I, cardiac muscle (Homo sapiens) + Troponin T, cardiac muscle (Homo sapiens) + … | AID 493008, 2010 | IANBD-labeled TnC RTF fluorescence at EC20 calcium; 0% EC20 calcium, 100% full calcium;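 active means activation above the mean over all tested compounds plus 3 SD, cut at about 30% in these data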;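 further: rise in fluorescence read as greater calcium sensitivity of cardiac thin filaments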
CDK5 inh: inhibitors of human CDK5/p35 kinase, primary screen, biochemical, single concentration; hit rate 0.01% among 330,000; Cyclin-dependent kinase 5 (Homo sapiens) + Cyclin-dependent kinase 5 activator 1 (Homo …; inhibition, % at 10 µM; AID 488839, 2010; Recombinant CDK5/p35, ADP-Glo luminescence, 60 min;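 active means highest replicate inhibition of at least 50% and at least 75% of replicates reaching 50%; inconclusive means only one of the two criteria met; inactive means both criteria failed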;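 further: plate controls were DMSO neutral control for no effect and GW8510 at 10 µM for full effect; many of its hits are not listed in these tables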
SR-BI DiI-HDL act: activators of SR-BI mediated DiI-HDL uptake, primary screen, ldlA[mSR-BI] CHO cells, DiI fluorescence | 3 h; 100 = double the neutral-control signal | activation, % at 12.5 µM | hit rate 0.096% among 320,000 | AID 504775, 2011;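 active means mean replicate activation of at least 60% and every replicate at or above 60%; inconclusive means mean or all-replicate condition met, but not both; inactive means mean below 60% and not all replicates reaching 60%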;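 further: 0% = median plate neutral-control signal and 100% = twice that signal; values of inactives mirror those of a sister screen read the other way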
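Assay system: LDL receptor-deficient CHO ldlA cells overexpressing murine SR-BI / Medium: BSA-supplemented, HEPES-buffered Ham's F12, pH 7.4 / Probe or stimulus: DiI-labelled HDL at 10 µg/mL final / Timing: compound with DiI-HDL co-incubation, 3 h at 37 °C / Technique: bottom-read cell fluorescence after medium removal, ex 550/em 595 nm / Measure: HDL uptake via cellular fluorescence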
PvdQ inh: P. aeruginosa PvdQ acylase inhibitors, primary screen, biochemical, fluorescence, plate reader and imaging, single point; purified PvdQ acylase; hit rate 0.063% among 340,000; PvdQ acylase [Pseudomonas aeruginosa LESB58]; inhibition, % at 10 µM; in the data active means inhibition above about 30%, passing the limit was not always enough; inconclusive means no clear call, values can overlap the other calls;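 further: 0% = vehicle neutral wells and 100% = reference inhibitor wells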
MITF TRPM1 HTS: activators of MITF-driven TRPM1 promoter reporter, primary screen, cell-based, SK-MEL-5, luciferase, single point; AID 588334, 2011; activation, % at 12.5 µM; hit rate 0.75% among 300,000; SK-MEL-5 TRPM1-promoter luciferase, 24 h; % of positive control, neutral wells = 0;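 active means mean activation of at least 80% with every replicate also reaching 80%; inconclusive means mean reaches 80% but some replicate falls short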;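 further: 0% = neutral control wells and 100% = parthenolide positive control wells; values of inactives mirror those of a sister screen read the other way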
SR-BI DiI inh: inhibitors of SR-BI mediated HDL lipid uptake, primary screen, ldlA[mSR-BI] cells, fluorescence, single point; ldlA[mSR-BI] CHO cells, DiI-HDL uptake fluorescence, 3 h; inhibition, % at 12.5 µM; hit rate 0.96% among 320,000; Scavenger receptor class B member 1 (Mus musculus), Q61009;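 active means mean replicate inhibition of at least 70% and a set share of replicates each scoring 70 or more; inconclusive means meets just one of the two criteria; inactive means fails both criteria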;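 further: 0% = median of neutral control wells and 100% = median of positive control wells; values of inactives mirror those of a sister screen read the other way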
dFosB activator: activators of delta FosB homodimer, primary screen, biochemical, fluorescence polarization, TAMRA-CDK5 oligo, single point; Protein FosB (Mus musculus), P13346; purified delta FosB; percent of positive-control signal above neutral wells; activation, % at 25 µM; hit rate 0.99% among 340,000; AID 493131, 2011;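 active means mean activation above about 17%, with every replicate also reaching it, limit read from the data, passing the limit was not always enough; inconclusive means only one of the two conditions met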;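 further: fluorescence polarization rise as delta FosB binds a TAMRA Cdk5 AP-1 oligo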
Target sequence (P13346 whole entry, looked up): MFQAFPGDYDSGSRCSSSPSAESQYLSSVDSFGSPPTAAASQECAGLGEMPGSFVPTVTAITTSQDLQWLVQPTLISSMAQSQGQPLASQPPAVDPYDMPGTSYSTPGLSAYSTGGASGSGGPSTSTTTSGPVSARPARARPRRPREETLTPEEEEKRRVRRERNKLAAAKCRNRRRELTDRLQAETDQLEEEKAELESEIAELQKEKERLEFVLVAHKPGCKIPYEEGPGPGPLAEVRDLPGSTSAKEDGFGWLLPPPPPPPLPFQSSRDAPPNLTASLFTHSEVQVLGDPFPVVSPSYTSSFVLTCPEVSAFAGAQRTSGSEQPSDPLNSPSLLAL
Wnt act: Wnt/beta-catenin pathway activators, primary screen, cell-based, plate reader, single point; AID 743398, 2014; activation, % at 9.35 µM; hit rate 1.2% among 300,000; Wnt/beta-catenin reporter cell assay, activator; in the data active means activation above about 30%, passing the limit was not always enough; inconclusive means no clear call, values can overlap the other calls;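 further: 0% = neutral control wells and 100% = positive control wells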
Rtt109 HAT inh: inhibitors of C. albicans Rtt109/Vps75 HAT, primary screen, biochemical, ThioGlo CoA-SH fluorescence, plate reader | Histone acetyltransferase RTT109 (Candida albicans (strain SC5314 / ATCC MYA-2876)), … | purified Rtt109/Vps75, 4 h | inhibition, % at 34.9 µM | hit rate 0.16% among 330,000 | AID 540336, 2011;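 active means inhibition of at least 50% in every replicate; inconclusive means best replicate reaches 50% inhibition but some replicates fall short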
Target sequence (Q5AAJ8 whole entry, looked up): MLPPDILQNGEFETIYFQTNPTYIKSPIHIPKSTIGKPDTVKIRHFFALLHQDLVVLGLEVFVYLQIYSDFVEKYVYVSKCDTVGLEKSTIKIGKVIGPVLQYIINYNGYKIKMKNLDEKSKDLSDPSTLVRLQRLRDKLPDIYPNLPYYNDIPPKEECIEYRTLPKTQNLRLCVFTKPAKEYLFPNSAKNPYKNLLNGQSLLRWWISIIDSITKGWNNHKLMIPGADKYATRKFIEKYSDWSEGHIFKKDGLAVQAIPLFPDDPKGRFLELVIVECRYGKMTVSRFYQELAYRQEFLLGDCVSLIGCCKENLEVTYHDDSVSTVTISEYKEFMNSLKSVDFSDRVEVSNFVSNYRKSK
HTR5A ag ctr: HTR5A agonists in luminescence cell assay, primary screen, counter-screen for OPRM1-OPRD1 heterodimer agonist project, full-deck HTS | 5-hydroxytryptamine receptor 5A (Homo sapiens), P47898 | cell-based | activation, % at 9.3 µM | hit rate 0.61% among 340,000 | AID 504692, 2011; in the data active means activation mostly above about 9.5%, no sharp cut-off; inactive means mostly below about 7.6%;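 further: 0% = cells with vehicle only and 100% = reference agonist; strong numbers were not always called active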
Target sequence (P47898 whole entry, looked up): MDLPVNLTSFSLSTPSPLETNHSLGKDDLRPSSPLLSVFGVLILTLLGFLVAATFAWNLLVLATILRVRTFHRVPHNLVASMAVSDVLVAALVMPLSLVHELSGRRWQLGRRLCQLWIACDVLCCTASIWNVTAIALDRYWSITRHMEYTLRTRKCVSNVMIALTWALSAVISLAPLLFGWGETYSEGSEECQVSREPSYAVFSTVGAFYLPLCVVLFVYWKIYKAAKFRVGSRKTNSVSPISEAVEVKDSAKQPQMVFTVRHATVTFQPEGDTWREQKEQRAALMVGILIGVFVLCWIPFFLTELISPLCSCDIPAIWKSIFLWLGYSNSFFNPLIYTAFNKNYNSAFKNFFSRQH
Numbers without * were called inactive; ? = inconclusive; nt = no result given.

SMILES	RTF Ca sens act	CDK5 inh	SR-BI DiI-HDL act	PvdQ inh	MITF TRPM1 HTS	SR-BI DiI inh	dFosB activator	Wnt act	Rtt109 HAT inh	HTR5A ag ctr
COC(=O)C1CCCCN1C(=O)c1ccc(OC2CCN(C(C)=O)CC2)c(OC)c1 (stereo not drawn)	-0.3	-0.7	15.4	-10.6	-3.9	-15.4	-6.1	1.4	2.3	-2.7
Cc1ccc(CNC(=O)CSc2nc(N3CCCCC3)nc(N3CCCCC3)n2)cc1	6.0	-3.5	-0.8	-13.1	-13.1	0.8	-15.7	-0.4	1.9	2.6
COc1ccc(N(C)C(=O)Nc2ccc3nsnc3c2)cc1	5.1	-4.3	10.9	-5.4	11.0	-10.9	-3.3	nt	-0.9	1.5
CN(C)C=Nc1ccc2nc3c(cc2c1)[nH]c1ccccc13	-5.6	2.0	9.5	-5.3	68.1	-9.5	-93.1	39.1*	nt	4.0
c1csc(-c2nn[nH]n2)c1	2.4	0.2	-22.3	8.2	-0.8	22.3	-7.1	nt	8.2	-1.1
O/C(=C\Sc1nnc(Cc2ccccc2)o1)c1ccc(F)cc1	11.5	1.6	12.5	-8.1	-1.4	-12.5	2.8	nt	-6.8	0.5
CCOC(=O)c1ccc(/[N+]([O-])=C/c2ccccc2)cc1	0.5	1.3	22.2	3.4	57.5	-22.2	0.4	18.6	-6.5	3.0
Cc1cccc(C)c1NC(=O)CN(C)C(=O)CN1C(=O)NC2(CCCC2)C1=O	0.4	-0.7	32.2	-17.3	1.9	-32.2	2.5	2.3	1.4	-3.1
O=C(NCc1ccccc1)c1cccc(NC(=O)c2ccccc2)c1	-9.3	4.8	-1.0	4.6	8.7	1.0	-2.5	0.8	1.1	0.3
CCN(CC)S(=O)(=O)c1cc(NC(=O)CCNC(=O)c2ccco2)ccc1C	-9.9	-0.1	nt	1.7	-2.3	nt	-2.4	-3.1	-6.5	0.1
Cn1nc(C(=O)Nc2nc3ccccc3[nH]2)c2ccccc2c1=O	3.6	0.1	30.7	-5.0	45.0	-30.7	-8.6	19.2	-1.0	4.5
Cc1cc(C)n2nc(N)c(N=Nc3ccc4c(c3)OCO4)c2n1	-1.5	-3.0	-0.6	-8.3	5.7	0.6	-3.9	-2.0	2.4	-4.5
COc1ccc(N2CC(C(=O)NCc3ccco3)CC2=O)cc1 (stereo not drawn)	-0.2	0.6	nt	-4.9	-4.4	nt	-12.6	0.7	2.8	0.4
CCOC(=O)CC(=O)c1[nH]c(C)c(C(=O)OCC)c1C	-3.4	-0.9	1.6	2.3	48.7	-1.6	-1.6	2.2	-2.5	2.8
CSc1oc(-c2ccco2)nc1S(=O)(=O)c1ccc(Br)cc1	5.6	-1.4	15.4	-3.8	nt	-15.4	-10.7	-0.7	2.3	3.8
CCN(C(=O)CSc1nc2ccccc2n1CC)C1CCS(=O)(=O)C1 (stereo not drawn)	4.0	0.1	-6.2	-7.1	-0.2	6.2	-12.5	-2.8	-2.1	-1.1
CCOC(=O)CC1=NS(=O)(=O)c2ccccc2N1	19.8	-0.7	4.3	-16.2	nt	-4.3	-0.5	4.1	-25.1	-0.1
Cc1cc(N2CC(C(=O)NCc3cccs3)CC2=O)ccc1C(C)C (stereo not drawn)	1.9	0.6	0.0	-12.2	-1.9	0.0	-5.0	-2.9	-1.6	3.4
CC(C)CNC(=O)c1cccc(NC(=O)c2ccc(Cl)c([N+](=O)[O-])c2)c1	2.4	-3.0	-70.2	-19.8	5.4	?	-2.0	-2.1	-4.5	-7.6
COc1ccc(CNC(=O)CSc2nc(SC)ns2)cc1	-1.2	1.7	24.3	-7.6	-10.6	-24.4	0.8	-2.0	-3.5	4.2
COc1ccc(NS(=O)(=O)CC(C)C)c(OC)c1	3.1	2.3	-14.6	0.3	-13.0	14.6	2.3	-3.3	-3.7	0.8
C=CCNC(=S)N1CCN(CCN=CC2=C(O)CC(c3cccs3)CC2=O)CC1 (stereo not drawn)	-2.1	-1.0	9.9	5.3	nt	-9.9	3.7	nt	48.6	-6.3
COC(=O)CN1C2(C#N)CCCCC2CC2CCCCC21C#N (stereo not drawn)	7.9	-0.3	16.3	-6.0	11.0	-16.3	-0.7	-1.6	-3.3	3.4
CN1CCN(C(=O)c2cc3sc4ccccc4c3s2)CC1	nt	-4.7	nt	-0.9	nt	nt	-7.9	?	-13.6	nt
CCN1Cc2c(cc(OC)c(OC)c2OC)-c2ccccc2S1(=O)=O	-0.9	-0.9	-12.8	-25.2	11.3	12.8	-15.5	-1.5	-1.5	1.6
Cc1c(-n2c(=O)n(Cc3ccccc3)c(=O)c3[nH]cnc32)cccc1S(C)=O (stereo not drawn)	-1.4	-3.2	14.9	-26.6	9.8	-14.9	0.4	-2.8	-3.2	-0.3
O=C(C1=C[C@H](c2coc3ccccc3c2=O)C[C@H](OCCCCO)O1)N1CCN(Cc2ccc3c(c2)OCO3)CC1	6.7	1.6	5.9	-16.2	-4.8	-5.9	-8.3	2.1	-3.0	1.2
CN(CC(=O)NC1CCN(Cc2ccccc2)CC1)S(=O)(=O)c1ccc(Cl)s1	5.9	-1.3	-0.2	-4.5	-5.7	0.2	-10.0	-1.8	-15.5	-0.8
COc1ccc(-c2nc(CS(=O)CC(=O)NCCN3CCCCC3C)c(C)o2)cc1OC (stereo not drawn)	1.8	-0.3	7.7	11.0	4.1	-7.7	-0.2	-0.3	12.3	-2.8
Cc1nc(SCC(=O)Nc2c(C)n(C)n(-c3ccccc3)c2=O)c2cnn(-c3ccccc3)c2n1	-0.7	-3.5	-55.7	-7.6	-2.7	55.7	-13.4	-1.4	5.0	1.3
Cc1cccc(NC(=O)c2cc[n+]([O-])cc2)c1C	-1.1	0.5	nt	-4.0	-5.3	nt	2.1	-0.9	4.6	1.2
CC(C)[C@H](NC(=O)C1CCN(S(=O)(=O)c2ccc(F)cc2)CC1)C(=O)NCc1ccncc1	0.9	1.4	9.5	-15.9	4.2	-9.5	-1.1	-0.1	-5.5	-2.0
O=c1[nH]cnc2c1ncn2Cc1ccc([N+](=O)[O-])cc1	-2.2	0.0	19.2	4.4	-11.0	-19.2	-1.2	0.4	3.1	4.4
CC(=O)c1ccc(NS(=O)(=O)c2ccc(N/C=C/C(=O)c3ccc(F)cc3)cc2)cc1	3.3	0.8	nt	-6.3	4.3	nt	43.6*	5.3	0.0	5.7
CC(=O)N1CCOc2ccc(S(=O)(=O)NCC3CCC(C(=O)Nc4ccc(C)cn4)CC3)cc21 (stereo not drawn)	-4.0	1.0	-12.5	-8.0	-32.4	12.5	0.8	-6.7	7.7	0.8
Cc1noc(C)c1S(=O)(=O)N(CC(=O)N1CCn2c1nc1ccccc12)c1ccc(C(C)C)cc1	-3.3	0.8	27.6	-14.6	-21.3	-27.6	-8.2	-1.8	10.3	nt
O=C(Cc1ccc(F)cc1)N/N=C/c1ccccn1	-3.5	0.1	23.7	-3.8	18.2	-23.7	-4.3	0.0	-3.9	3.9
COc1cc(C)c(NC(=S)Nc2cccc(Cl)c2C)cc1OC	-5.6	2.2	-3.2	-12.2	4.9	3.2	1.0	-1.0	-7.1	6.2
CCC(Oc1ccc2c(=O)c(-c3ccccc3OC)coc2c1)C(=O)OCc1ccccc1 (stereo not drawn)	0.5	-0.8	-9.3	-13.8	-9.1	9.3	-5.2	4.8	-0.1	2.3
C/C(CC(=O)Nc1ccc(Cl)cc1Cl)=N\NC(=O)c1ccncc1	4.1	0.8	4.8	-7.0	nt	-4.8	3.1	1.6	14.8	0.0
O=C(Cc1cccs1)Nc1ccccn1	-4.4	1.1	-5.2	12.9	-5.2	5.2	-6.1	nt	15.7	2.7
O=C(CSc1ccc(F)cc1)Nc1nnc(-c2ccco2)o1	1.5	1.7	6.1	9.5	4.5	-6.1	-2.7	1.4	9.8	-0.5
COc1ccc(NC(=O)CSc2nc(N)cc(N)n2)cc1S(=O)(=O)N1CCCCC1	3.0	1.5	-15.4	-16.9	0.0	15.4	-7.4	0.0	11.1	-1.1
COCCn1c(SC)nnc1-c1c[nH]c2ccccc12	-1.1	-1.5	4.8	-9.1	-8.1	-4.8	1.8	0.7	-2.8	-2.0
COc1cc2c(cc1NS(=O)(=O)N1CCCCC1)oc1ccccc12	-2.9	-0.4	-46.3	-12.2	9.0	46.3	-9.7	nt	1.0	-3.1
O=C(Nc1cc(-c2nn(CC(=O)N3CCCCC3)c(=O)c3ccccc23)ccc1N1CCOCC1)c1ccc(Cl)cc1	1.5	-0.5	-1.8	8.9	3.8	1.8	5.1	-5.1	1.9	3.6
CCn1c(C(=O)OC)cc2c1ccn2-c1ccc(F)cc1	-2.0	-0.4	-78.1	8.2	120.5*	78.1*	0.4	84.1*	0.9	-0.3
Cc1ccc(S(=O)(=O)NCCCNC(=O)c2ccccc2)cc1	-0.4	-1.9	-12.0	-15.3	-1.5	12.0	-9.0	nt	-17.3	-3.6
NC(=S)N1N=C(c2ccccc2)CC1=O	0.1	1.0	6.5	8.4	10.2	-6.5	2.6	-3.8	2.3	1.3
CCOC(=O)c1c(-c2ccc(C)o2)csc1NC(=O)CSc1ncn[nH]1	-4.1	1.1	-18.6	-19.3	-12.9	18.6	-6.3	nt	1.0	0.7
CCOC(=O)CCC(=O)NNC(=O)c1ccc(NC(=O)c2ccccc2)cc1	-6.8	0.2	-8.0	-10.1	-5.2	8.0	-11.5	-1.6	-8.0	1.4
Cc1ccc(CN2CCN(Cc3ccc(C)s3)CC2CCO)cc1 (stereo not drawn)	-3.6	1.3	5.7	2.6	-4.8	-5.7	-2.5	0.0	4.1	-0.2
CCO[C@H]1OC(C(N)=O)=C[C@@H](c2ccc(Br)cc2)[C@@H]1CCCO	11.3	-0.4	22.6	-6.8	7.4	-22.6	-2.3	-3.1	0.3	-7.1
